Bioassay records (PubChem BioAssay)
yeast rad50: NCI yeast anticancer drug screen, S. cerevisiae rad50 strain; growth inhibition, % at 50 µM; actives 10% (n = 79,000); AID 155, 2004;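 also: 0% = growth of vehicle-only cultures of the same strain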
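Compounds were tested on a yeast strain with an engineered DNA damage repair alteration; the reported value is growth inhibition normalised to vehicle treatment.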
yeast mec2-1: NCI yeast anticancer drug screen, S. cerevisiae mec2-1 strain; % growth inhibition at 50 µM; actives 9% (n = 79,000);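 also: 0% = growth of vehicle-only cultures of the same strain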
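Each compound was tested on mec2-1 yeast, a strain altered in DNA damage repair or cell cycle control. Growth inhibition is reported relative to vehicle.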
yeast mlh1 rad18: NCI yeast anticancer drug screen, S. cerevisiae mlh1 rad18 strain; growth inhibition, % at 50 µM; actives 11% (n = 79,000); AID 175, 2004;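 also: 0% = growth of vehicle-only cultures of the same strain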
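A repair-deficient yeast strain is exposed to test compound, and growth is scored relative to vehicle-treated controls.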
cln2 rad14: NCI yeast anticancer drug screen, S. cerevisiae cln2 rad14 strain; growth inhibition, % at 50 µM; actives 8.3% (n = 78,000);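 also: 0% = growth of vehicle-only cultures of the same strain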
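Compounds are applied to the cln2 rad14 yeast strain, and growth is then compared with that of vehicle-treated cultures to give inhibition.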
yeast bub3: NCI yeast anticancer drug screen, S. cerevisiae bub3 mutant strain. % growth inhibition at 50 µM. actives 9.9% (n = 78,000). AID 167, 2004;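 also: 0% = growth of vehicle-only cultures of the same strain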
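Mutant yeast screening strain plus compound; vehicle-treated cultures serve as the 0% inhibition reference.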
sgs1 mgt1: NCI yeast anticancer drug screen, S. cerevisiae sgs1 mgt1 strain | AID 161, 2004 | actives 10% (n = 78,000) | growth inhibition, % at 50 µM;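 also: 0% = growth of vehicle-only cultures of the same strain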
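This yeast growth screen uses a strain with defined DNA-repair lesions; compound-treated growth is compared with vehicle-treated growth.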
* = called active by the depositor; . = no result given. Rule as the data show it: active = growth inhibition above about 70%; inactive = the rest.

SMILES	yeast rad50	yeast mec2-1	yeast mlh1 rad18	cln2 rad14	yeast bub3	sgs1 mgt1
Cc1onc(-c2c(F)cccc2Cl)c1C(=O)Oc1ccccc1	17	1	26	20	46	24
Nc1nnc(/C=C/c2ccccc2)o1	20	-22	-10	42	-2	-5
CC1(C)OCN(c2ccc(Cl)cc2)Cn2c1nc1ccccc12	-7	8	-9	2	-26	-23
C[Si](C)(C)CCO	0	3	24	17	20	2
c1ncncn1	8	6	-8	3	5	10
CCSC(OC(C)=O)C(Nc1ccc([N+](=O)[O-])cc1[N+](=O)[O-])C(OC(C)=O)C(OC(C)=O)C(COC(C)=O)OC(C)=O (stereo not drawn)	24	11	25	17	-1	6
CCOC(=O)C(CCC(O)C#N)(NC(C)=O)C(=O)OCC (stereo not drawn)	8	10	-4	-2	22	11
CCN1N=CSC12C(=O)N(c1ccccc1)C(=O)N2c1ccccc1 (stereo not drawn)	-21	-15	-39	0	-15	-32
N#CC1=CN(Cc2ccccc2)C(c2ccccc2)C=C1 (stereo not drawn)	23	-2	27	5	36	-4
N#CC(C#N)c1c(F)c(F)c(C(F)(F)F)c(F)c1F	10	-5	-1	-9	-10	35
CCCc1c(Cl)nc(Cl)nc1Cl	-9	27	-22	-55	5	12
O=C1NC(=O)N(c2ccccc2)C(=O)/C1=C/c1ccc2c(c1)CCC2	19	3	17	7	-12	10
OC(CC(c1ccccc1)c1cccc2ccccc12)(c1ccccc1)c1ccccc1 (stereo not drawn)	-13	-18	3	-8	-28	-15
CN(C)NC(=O)NC12CC3CC(CC(C3)C1)C2	-15	-14	-2	-15	-6	-23
C#CCCOC1(OC)N=NC(C)(C)O1 (stereo not drawn)	1	1	-25	12	-3	-7
O=C(O)C(Br)C(Br)C(=O)Nc1cccc2ccccc12 (stereo not drawn)	99*	99*	99*	99*	99*	99*
CCC/C=c1/[nH]c(=O)/c(=C\c2ccc(OC)cc2)[nH]c1=O	-16	-8	-12	-48	-29	-5
Cc1cn(C2CC(n3cncn3)C(C(C)O)O2)c(=O)[nH]c1=O (stereo not drawn)	-35	-47	-32	1	-11	-48
[Br][Pt+2][Br].[NH-]c1cccc(F)c1.[NH-]c1cccc(F)c1	51	11	46	6	6	39
COc1cc(N(CCC#N)CCC#N)ccc1/C(N=Nc1ccc(C(=O)O)cc1)=N/NC(=O)c1cc(Br)ccc1O	75*	62	50	34	59	26
Cc1ncc([N+](=O)[O-])n1C	-22	1	-14	11	-4	-28
CCC(=O)CCc1ccc2ccccc2c1	22	16	24	-17	24	11
CCc1c(C)c2n(c1C)C(=O)C=C2N(CC)CC	-11	-18	-21	-6	-2	-38
COc1ccc(OC)c(/C=C/c2cnnc3ccccc23)c1	13	13	32	-3	7	19
C[C@H]1CC[C@H]([C@@H](C)[C@H]2[C@@H](O)C[C@H]3[C@@H]4CC[C@H]5C[C@@H](O)CC[C@]5(C)[C@H]4CC[C@]23C)NC1	89*	86*	89*	88*	89*	86*
CSc1nc2c([nH]1)c(=O)n(C)c(=S)n2C	5	6	-4	12	0	-1
Cc1ccc2c(c1)[nH]c(=S)n2C=C1C(=O)NC(=O)NC1=O	-6	-28	-15	-11	-7	-38
COc1ccccc1C1CCCCC1SCC(=O)O (stereo not drawn)	19	12	-18	9	7	2
COC1(OC)C2C=CC1C([C@](C)(N)CO)C2 (stereo partly drawn)	-39	-17	-33	2	-14	-22
CCOC(=O)c1[nH]c(C)c(/C(C)=N\O)c1C	1	4	4	-3	10	-3
N#Cc1cnn(-c2ccc([N+](=O)[O-])cc2)c1N	15	-17	20	-27	2	4
CC(C)(C)c1cc(C(c2cc3c(cc2O)OCO3)N2CCOCC2)cc(C(C)(C)C)c1O (stereo not drawn)	70	65	8	58	63	72*
CC1=C(C(=O)CC(=O)C(=O)Nc2ccc(Cl)cc2C)Sc2ccccc2N1	-5	3	-23	9	7	-27
O=C(N/N=C/c1ccccn1)c1ccccc1[O-].O=C(N/N=C/c1ccccn1)c1ccccc1[O-].[Co+2]	38	48	67	73*	99*	42
CCOC(=O)C(Cc1ccc(O)cc1)NC(=O)C(CSC(c1ccccc1)(c1ccccc1)c1ccccc1)NC(c1ccccc1)(c1ccccc1)c1ccccc1 (stereo not drawn)	5	1	10	-2	-5	-15
CC12CCC3C(CCC4CC(S)CCC43C)C1CCC2S (stereo not drawn)	56	17	28	18	12	2
Cc1ccc(N=Nc2c(N)nc(N)[nH]c2=O)c(C)c1	15	-5	20	10	16	-12
CCC(C)(CC)c1ccc(C)cc1OC	-5	8	7	19	25	-7
COc1ccc(CNc2nc3cc(C(F)(F)F)ccc3nc2C)cc1OC	88*	91*	89*	93*	90*	91*
COc1ccc(N(C)S(=O)(=O)c2ccccc2)cc1	15	-9	16	11	0	-4
O=C1NC(N2CCCC(CO)C2)=N/C1=C\c1cccs1 (stereo not drawn)	8	-7	-40	3	-14	-3
COCCN=Cc1ccc(N(C)C)cc1	4	-5	4	-26	7	-3
COc1ccc(N=NN2CCCC2)cc1	90*	92*	91*	90*	90*	86*
Cc1ccc(C(=O)c2ccccc2C(=O)O)cc1O	-13	12	3	-11	15	3
C=CCNC(=O)c1ccc(OC)cc1	12	6	6	2	-4	22
CC(=N/N=C/c1ccccn1)/C(C)=N/N=C(C)/C(C)=N/N=C(C)/C(C)=N/N=C(C)/C(C)=N\N=C\c1ccccn1	24	22	-22	17	8	4
CS(=O)(=O)OCCN(CCOS(C)(=O)=O)c1ccc(C=Nc2cc(Cl)c(O)c(Cl)c2)c(Cl)c1	47	-5	86*	-23	1	38
O=C1NC(=O)C2CCCCC2N1 (stereo not drawn)	9	2	5	-3	16	2
NC(=O)NCP(=O)(CNC(N)=O)CNC(N)=O	-20	-7	5	-20	33	-4
Cc1cccc(N=Nc2ccc(O)c(CN(C)C)c2)c1	-17	9	20	-6	29	0
New compounds follow
SMILES	yeast rad50	yeast mec2-1	yeast mlh1 rad18	cln2 rad14	yeast bub3	sgs1 mgt1
S=C(S)NNc1ccccc1	34	10	33	15	18	42
CCOC(C=O)OCC	1	6	-11	-9	-4	4
CCOC(=O)C(C#N)(C1C=CCC1)C1C=CCC1 (stereo not drawn)	-2	0	13	44	46	14
CCCC1(c2ccccc2)NC(=O)NC1=O (stereo not drawn)	6	0	-14	-81	8	-6
CCN(CC)CCn1c(=O)c2c(C)c3oc4ccccc4oc3c(C)c2c1=O	31	35	23	17	26	16
O=C(Nc1ccccc1-c1nn(CO)c(=S)n(CO)c1=O)C(F)(F)F	40	24	20	13	-23	43
COc1cc2c(cc1OC)C(C(=O)O)C(c1ccccc1)N(C)C2=O (stereo not drawn)	-37	-12	3	19	-13	-6
FC(F)C(F)(F)C(F)(F)C(F)(F)C(F)(F)C(F)(F)COC(OCC(F)(F)C(F)(F)C(F)(F)C(F)(F)C(F)(F)C(F)F)(OCC(F)(F)C(F)(F)C(F)(F)C(F)(F)C(F)(F)C(F)F)c1ccccc1	4	4	36	0	5	-2
CCC(/C=C/c1ccccc1)=N\NC(=S)N/N=C(/C=C/c1ccccc1)CC	5	27	4	27	42	31
CCOC(=O)c1cnc(SCc2ccccc2)[nH]c1=O	-6	-10	-13	-4	-17	-18
CCOC(=O)c1c[nH]c(=S)n1C	2	2	-1	-38	-7	8
[Cl][Pt+2]([Cl])([Cl])[Cl].[NH-]CC1(C[NH-])CCCC1	90*	91*	83*	86*	93*	90*
COC(=O)C(=O)C(C(=O)C(=O)Nc1cc([N+](=O)[O-])ccc1[N+](=O)[O-])c1nc2ccc(C(=O)c3ccccc3)cc2[nH]c1=O (stereo not drawn)	30	16	19	-16	41	4
CC1(C)OB(O)OC1(C)C	-10	13	-10	15	-1	-35
CC1=Nc2c(C)noc2CC(c2ccccc2O)C1 (stereo not drawn)	-2	-3	-5	27	-16	-2
O=C1CCc2ccccc2-c2ccccc21	18	5	5	-32	-5	-12
CCOC(=O)Cc1cccnc1N	-3	-9	-2	-4	1	-20
O=c1cc(O)nc2cn[nH]n12	5	-22	2	13	-3	8
C/C=C(\CC)C(C)(C#N)C(=O)OCC (stereo not drawn)	-13	-33	-29	-3	-28	-21
Cn1c(=O)c2ncn(Cc3ccccc3)c2n(C)c1=O	2	4	13	1	-8	1
O=C(O)C1(c2ccc(Cl)cc2)CCCC1	12	9	61	.	.	.
CSC(=S)N/N=C/c1nccc(-c2ccccc2)c1C	33	39	29	10	0	46
CCOC(=O)c1cnn(-c2ccccc2)c1N	89*	93*	88*	87*	90*	89*
COC(=O)C(CO)Nc1ccccc1 (stereo not drawn)	20	13	3	-3	25	16
CC(C)(C)[Si](C)(C)OCC1OC(n2cnc3c(=O)[nH]cnc32)CC1O (stereo not drawn)	0	6	-8	8	44	3
Clc1ccc(CN2COc3c(ccc4cccnc34)C2)c(Cl)c1	98*	99*	99*	98*	99*	99*
Clc1ccc(C(c2ccc(Cl)cc2)N2CCNCC2)cc1	92*	93*	92*	.	.	.
S=C1N(/N=C/c2c3ccccc3cc3ccccc23)C(=Nc2ccccc2)C(=Nc2ccccc2)N1c1ccccc1	17	-5	-8	25	17	-6
COc1ccc(-c2c([O-])oc(-c3ccccc3)[n+]2C)cc1	18	-18	-4	7	3	-6
CCC(C(=O)O)=C1CCCCC1	11	-8	-4	9	6	0

2 records drawn at random from those above, as already listed:
SMILES	yeast rad50	yeast mec2-1	yeast mlh1 rad18	cln2 rad14	yeast bub3	sgs1 mgt1
Clc1ccc(CN2COc3c(ccc4cccnc34)C2)c(Cl)c1	98*	99*	99*	98*	99*	99*
CCOC(=O)c1cnn(-c2ccccc2)c1N	89*	93*	88*	87*	90*	89*

(listing goes on)
SMILES	yeast rad50	yeast mec2-1	yeast mlh1 rad18	cln2 rad14	yeast bub3	sgs1 mgt1
CCOC(=O)C(C[N+](=O)[O-])(NC(=O)c1ccccc1)C(=O)OCC	-12	-18	-1	12	5	-11
CCN(CC)CCOC(=O)C(c1ccccc1)C(O)C1CC=CCC1 (stereo not drawn)	-10	-8	-15	-32	5	-26
CC(O)C1CC(CC(=O)O)C1(C)C (stereo not drawn)	13	-25	-5	14	2	12
CCOC(=O)C(C)OC(=O)c1ccc(C)cc1 (stereo not drawn)	24	12	-32	3	14	18
CC(C)(Cc1ccccc1)C(=C=C=C=C(c1ccccc1)C(C)(C)Cc1ccccc1)c1ccccc1	-15	-4	-16	6	3	-32
Cc1cc(C(=O)c2ccccc2)on1	4	-23	5	-36	8	-12
O=c1[nH]c2cc(Cl)ccc2nc1/C(=N\Nc1ccccc1)C(O)c1ccc2c(c1)OCO2 (stereo not drawn)	13	-16	5	1	12	-9
CCCCCCOS(=O)(=O)c1ccc(C)cc1	23	-10	22	17	7	-2
CC(=O)OC(c1ccc2c(c1)OCO2)C(C)(C)C (stereo not drawn)	17	15	8	-34	9	-7
COc1ccc(Br)cc1C=Nc1ccccc1	15	3	5	-8	9	19

Sorted by molecular weight (rising): 12 of the compounds above
SMILES	yeast rad50	yeast mec2-1	yeast mlh1 rad18	cln2 rad14	yeast bub3	sgs1 mgt1
O=c1cc(O)nc2cn[nH]n12	5	-22	2	13	-3	8
S=C(S)NNc1ccccc1	34	10	33	15	18	42
CCOC(=O)c1c[nH]c(=S)n1C	2	2	-1	-38	-7	8
COCCN=Cc1ccc(N(C)C)cc1	4	-5	4	-26	7	-3
CCCC1(c2ccccc2)NC(=O)NC1=O (stereo not drawn)	6	0	-14	-81	8	-6
O=C(O)C1(c2ccc(Cl)cc2)CCCC1	12	9	61	.	.	.
CCc1c(C)c2n(c1C)C(=O)C=C2N(CC)CC	-11	-18	-21	-6	-2	-38
CSC(=S)N/N=C/c1nccc(-c2ccccc2)c1C	33	39	29	10	0	46
CCOC(=O)C(C[N+](=O)[O-])(NC(=O)c1ccccc1)C(=O)OCC	-12	-18	-1	12	5	-11
CC(C)(C)[Si](C)(C)OCC1OC(n2cnc3c(=O)[nH]cnc32)CC1O (stereo not drawn)	0	6	-8	8	44	3
CCN(CC)CCn1c(=O)c2c(C)c3oc4ccccc4oc3c(C)c2c1=O	31	35	23	17	26	16
CC(=N/N=C/c1ccccn1)/C(C)=N/N=C(C)/C(C)=N/N=C(C)/C(C)=N/N=C(C)/C(C)=N\N=C\c1ccccn1	24	22	-22	17	8	4

The list continues:
SMILES	yeast rad50	yeast mec2-1	yeast mlh1 rad18	cln2 rad14	yeast bub3	sgs1 mgt1
O=C1Nc2ccccc2N=NN1CCCl	22	6	-18	2	-7	-3
C=C(C)CN(CC(=C)C)c1nc(N)nc(N)n1	-35	-3	-13	-44	-2	-22
CC(=O)c1c(C)[nH]c2c1[nH]c1ccccc12	16	-2	9	-4	-2	-3
CCOC(=O)C1Cc2ccc(C)cc2C1=O (stereo not drawn)	19	10	-10	30	22	27
O=C(OCCCl)C1CC2C=CC1C2 (stereo not drawn)	-4	-10	-3	8	-7	4
c1ccc2c(c1)-c1cccc3cncc-2c13	91*	93*	91*	91*	91*	93*
